Source: PubChem BioAssay
NSD2 block: inhibitors of human NSD2 methyltransferase | O96028 | NSD2-SET H3K36me1 DELFIA fluorescence, biochemical | inhibition, % at 12.5 µM | actives 0.07% (n = 44,000) | AID 624260; in the data active = inhibition above about 54%, passing the limit was not always enough; inconclusive = no clear call, values can overlap the other calls;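 also: inhibitors reduce the monomethyl H3K36 fluorescence signal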
Target sequence (O96028 whole entry, looked up): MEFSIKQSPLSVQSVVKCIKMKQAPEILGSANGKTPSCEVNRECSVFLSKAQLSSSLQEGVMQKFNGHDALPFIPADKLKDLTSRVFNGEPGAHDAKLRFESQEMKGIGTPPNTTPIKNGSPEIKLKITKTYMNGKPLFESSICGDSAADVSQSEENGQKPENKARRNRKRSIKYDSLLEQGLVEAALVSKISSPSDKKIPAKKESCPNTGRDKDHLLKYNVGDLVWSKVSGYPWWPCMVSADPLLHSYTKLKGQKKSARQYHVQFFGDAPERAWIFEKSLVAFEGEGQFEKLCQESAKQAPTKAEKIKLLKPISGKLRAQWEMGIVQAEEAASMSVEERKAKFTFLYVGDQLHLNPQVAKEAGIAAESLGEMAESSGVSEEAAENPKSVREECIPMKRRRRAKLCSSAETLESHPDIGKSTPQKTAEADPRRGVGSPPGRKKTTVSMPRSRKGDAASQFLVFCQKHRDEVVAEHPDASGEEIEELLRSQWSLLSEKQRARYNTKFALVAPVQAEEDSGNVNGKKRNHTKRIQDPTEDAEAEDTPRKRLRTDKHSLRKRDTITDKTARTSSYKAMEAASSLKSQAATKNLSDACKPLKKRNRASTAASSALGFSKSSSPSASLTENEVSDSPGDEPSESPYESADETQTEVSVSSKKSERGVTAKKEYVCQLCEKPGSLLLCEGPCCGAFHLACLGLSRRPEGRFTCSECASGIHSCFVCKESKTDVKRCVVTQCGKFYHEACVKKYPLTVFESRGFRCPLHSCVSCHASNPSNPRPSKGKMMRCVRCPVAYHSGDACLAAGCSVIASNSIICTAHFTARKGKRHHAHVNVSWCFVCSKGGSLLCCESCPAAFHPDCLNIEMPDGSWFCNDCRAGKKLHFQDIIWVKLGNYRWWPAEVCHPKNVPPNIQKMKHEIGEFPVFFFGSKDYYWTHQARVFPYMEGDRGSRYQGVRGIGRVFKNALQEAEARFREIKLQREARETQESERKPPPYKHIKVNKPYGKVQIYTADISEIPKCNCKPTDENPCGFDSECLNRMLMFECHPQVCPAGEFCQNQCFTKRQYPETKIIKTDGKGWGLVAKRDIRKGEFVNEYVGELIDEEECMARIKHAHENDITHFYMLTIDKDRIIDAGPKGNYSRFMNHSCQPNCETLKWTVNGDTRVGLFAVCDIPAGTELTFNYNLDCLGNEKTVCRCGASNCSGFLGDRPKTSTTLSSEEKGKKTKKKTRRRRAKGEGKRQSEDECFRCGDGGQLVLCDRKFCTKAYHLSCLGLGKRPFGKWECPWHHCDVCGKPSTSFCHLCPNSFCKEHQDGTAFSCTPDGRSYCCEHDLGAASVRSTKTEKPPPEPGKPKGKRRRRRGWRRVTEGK
* = called active by the depositor; ? = inconclusive; & = joins results of further samples.

Structure	NSD2 block
O=C(C[C@@H]1C[C@H]2c3cc(NC(=O)C4CCC4)ccc3O[C@H]2[C@H](CO)O1)NCc1cc(F)ccc1F	2
C[C@@H]1CN([C@H](C)CO)C(=O)c2cccc(NC(=O)Nc3ccc(F)cc3)c2O[C@H]1CN(C)C	0
C[C@@H]1CN([C@@H](C)CO)C(=O)c2cccc(NC(=O)Nc3ccc4c(c3)OCO4)c2O[C@H]1CN(C)S(=O)(=O)c1ccccc1	-2
CCCNC(=O)N(C)C[C@@H]1Oc2ncc(C#CCC3CCCC3)cc2C(=O)N([C@H](C)CO)C[C@@H]1C	-3
C[C@H]1CN([C@@H](C)CO)C(=O)c2cc(-c3ccc(C#N)cc3)cnc2O[C@@H]1CN(C)CC1CCOCC1	2
C[C@@H]1CN([C@H](C)CO)C(=O)c2cc(-c3cccc(F)c3)cnc2O[C@@H]1CN(C)C(=O)c1cnccn1	-2
CN(C)CCCc1cc(C(=O)Nc2ccc(-c3ccncc3)cc2)ccc1O	4
CC(C)NC(=O)Nc1ccc2c(c1)C(=O)N([C@@H](C)CO)C[C@H](C)[C@H](CN(C)S(=O)(=O)c1ccc(F)cc1)OCCCC[C@@H](C)O2	-2
C[C@H](CO)N1C[C@H](C)[C@@H](CN(C)C(=O)Nc2ccc(F)cc2)OCCCC[C@H](C)Oc2ccc(NS(=O)(=O)c3cn(C)cn3)cc2C1=O	4
C[C@H]1CN([C@@H](C)CO)C(=O)c2cc(N(C)C)ccc2O[C@@H]1CN(C)Cc1ccc(C(=O)Nc2ccccc2N)cc1	-1
C[C@@H]1CN([C@@H](C)CO)C(=O)c2cc(C#CC3CCCCC3)cnc2O[C@@H]1CN(C)C(=O)Cc1ccccn1	-3
C[C@H](CO)N1C[C@H](C)[C@@H](CN(C)S(=O)(=O)c2ccccc2)Oc2ccc(NC(=O)Nc3ccccc3)cc2CC1=O	-3
COCC(=O)N(C)C[C@@H]1Oc2ncc(C#CC3(O)CCCC3)cc2C(=O)N([C@@H](C)CO)C[C@@H]1C	12
Cc1ccc(S(=O)(=O)Nc2cccc3c2O[C@H](CN(C)S(=O)(=O)c2ccc(Cl)cc2)[C@H](C)CN([C@H](C)CO)C3=O)cc1	-12
CNC[C@H]1OCCCC[C@@H](C)Oc2ccc(NC(=O)C3CCCCC3)cc2C(=O)N([C@@H](C)CO)C[C@H]1C	3
COc1ccc(NC(=O)N(C)C[C@@H]2Oc3ccc(NC(=O)C4CCCCC4)cc3CC(=O)N([C@@H](C)CO)C[C@H]2C)cc1	7
C[C@H]1CN([C@@H](C)CO)C(=O)CCCn2cc(nn2)CO[C@H]1CN(C)Cc1ccc2c(c1)OCCO2	1
O=C1CSC(c2ccccc2)N1c1ccc(Cl)cc1 (configuration not stated)	-1&-3
Cc1noc(C)c1NC(=O)Nc1ccc2c(c1)C(=O)N([C@H](C)CO)C[C@@H](C)[C@@H](CN(C)Cc1ccncc1)O2	17
Cc1ccc(S(=O)(=O)Nc2ccc3c(c2)C(=O)N([C@H](C)CO)C[C@@H](C)[C@@H](CN(C)C)OCCCC[C@@H](C)O3)cc1	-4
C[C@@H]1CN([C@H](C)CO)S(=O)(=O)c2ccc(-c3ccccc3)cc2O[C@@H]1CN(C)Cc1cccnc1	-3
O=C(C1=C[C@@H](c2ccc(Br)cc2)C[C@@H](OCCCCO)O1)N1CCN(Cc2ccccc2)CC1	1
C[C@@H]1CN([C@H](C)CO)C(=O)c2cc(NC(=O)CCCN(C)C)ccc2O[C@H]1CN(C)C(=O)Nc1cccc2ccccc12	0
COCC(=O)N(C)C[C@@H]1Oc2ncc(C3=CCCCC3)cc2C(=O)N([C@@H](C)CO)C[C@H]1C	1
COc1ccc(NC(=O)Nc2ccc3c(c2)C(=O)N([C@H](C)CO)C[C@H](C)[C@@H](CN(C)S(=O)(=O)c2c(C)noc2C)OCCCC[C@H](C)O3)cc1	-7
C[C@H](CO)N1C[C@H](C)[C@H](CN(C)Cc2ccc(C(=O)O)cc2)Oc2ncc(C3=CCCC3)cc2C1=O	0
C[C@H](CO)N1C[C@H](C)[C@H](CN(C)S(=O)(=O)c2ccc(Cl)cc2)Oc2ccc(NC(=O)c3ccncc3)cc2C1=O	2
C[C@H]1CN([C@@H](C)CO)C(=O)c2cccc(NC(=O)c3cnccn3)c2O[C@H]1CN(C)Cc1ccc(C(F)(F)F)cc1	-2
Cc1ccc(S(=O)(=O)N(C)C[C@H]2Oc3ccc(NC(=O)Nc4ccc5c(c4)OCO5)cc3C(=O)N([C@H](C)CO)C[C@H]2C)cc1	-2
Cc1ccc(NCc2ccc(C(=O)Nc3ccccc3[N+](=O)[O-])cc2)cc1C	-7
CC(C)NC(=O)N(C)C[C@@H]1OCCCC[C@H](C)Oc2ccc(NC(=O)Nc3ccccc3)cc2C(=O)N([C@@H](C)CO)C[C@H]1C	2
C[C@@H]1CN([C@@H](C)CO)S(=O)(=O)c2ccc(C#CCC3CCCC3)cc2O[C@H]1CN(C)C	8
C[C@@H]1CN([C@@H](C)CO)C(=O)c2cccc(NC(=O)Nc3ccc(F)cc3)c2O[C@@H]1CN(C)Cc1ccc(C(=O)Nc2ccccc2N)cc1	-1
CC(C)NC(=O)Nc1ccc2c(c1)C(=O)N([C@H](C)CO)C[C@@H](C)[C@H](CN(C)Cc1ccc(C(=O)O)cc1)OCCCC[C@@H](C)O2	-37
C[C@@H]1CN([C@@H](C)CO)C(=O)Cc2cc(NC(=O)Nc3ccc(F)cc3)ccc2O[C@@H]1CN(C)S(=O)(=O)c1ccccc1	-1
C[C@@H]1CN([C@H](C)CO)C(=O)c2cc(/C=C/c3ccccc3)cnc2O[C@H]1CN(C)Cc1ccccc1F	5
CC(C)NC(=O)N(C)C[C@@H]1OCCCC[C@H](C)Oc2ccc(N(C)C)cc2C(=O)N([C@H](C)CO)C[C@H]1C	?
C[C@@H]1CN([C@@H](C)CO)C(=O)c2cc(NC(=O)CCN3CCOCC3)ccc2O[C@@H]1CN(C)S(=O)(=O)c1cccs1	2
CCSc1n[nH]c(-c2c(Cl)c(CC)nn2C)n1	5
CCCN(C)C[C@@H]1Oc2ncc(C#Cc3ccc(OC)cc3)cc2C(=O)N([C@@H](C)CO)C[C@@H]1C	-8
Cc1ccc(S(=O)(=O)Nc2ccc3c(c2)CC(=O)N([C@@H](C)CO)C[C@H](C)[C@H](CN(C)S(=O)(=O)c2cn(C)cn2)O3)cc1	7
C[C@H]1CN([C@@H](C)CO)C(=O)CCCn2nncc2CO[C@@H]1CN(C)C(=O)c1ccc2ccn(C)c2c1	-4
CCCC#Cc1ccc2c(c1)O[C@@H](CN(C)S(=O)(=O)c1cccc(F)c1)[C@H](C)CN([C@H](C)CO)S2(=O)=O	-3
CNC[C@@H]1OCCCC[C@@H](C)Oc2ccc(NC(=O)Cc3ccccc3)cc2C(=O)N([C@H](C)CO)C[C@@H]1C	1
CC(C)NC(=O)Nc1cccc2c1O[C@H](CN(C)S(=O)(=O)c1cn(C)cn1)[C@@H](C)CN([C@H](C)CO)C2=O	9
C[C@@H]1CN([C@H](C)CO)C(=O)c2cccc(NC(=O)c3ccncc3)c2O[C@H]1CN(C)C(=O)Nc1ccc(F)cc1	6
C[C@@H]1CN([C@@H](C)CO)C(=O)c2cccc(NS(C)(=O)=O)c2O[C@H]1CN(C)S(=O)(=O)c1ccc(Cl)cc1	3
Cc1ccc(S(=O)(=O)N(C)C[C@H]2OCCCC[C@H](C)Oc3ccc(NS(=O)(=O)c4ccccc4)cc3C(=O)N([C@H](C)CO)C[C@@H]2C)cc1	-1
C[C@H](O)C#Cc1cnc2c(c1)C(=O)N([C@H](C)CO)C[C@H](C)[C@@H](CN(C)Cc1ccccn1)O2	-2
C[C@@H]1CN([C@@H](C)CO)C(=O)c2cc(NC(=O)C3CCCCC3)ccc2O[C@@H]1CN(C)Cc1ccc(Cl)c(Cl)c1	-5
COc1ccc(-c2nnn(CC(=O)Nc3ccc(OC)cc3OC)n2)cc1	8
C[C@@H]1CN([C@H](C)CO)C(=O)c2c(c3ccccc3n2C)-c2ccccc2CO[C@@H]1CN(C)Cc1ccc(C(=O)O)cc1	-6
O=C(CCCCCC(=O)N/N=C/c1ccccc1)NO	-10
C[C@@H]1CN([C@@H](C)CO)C(=O)c2cc(/C=C/c3ccccc3)cnc2O[C@@H]1CN(C)Cc1ccncc1	2
CCCN(C)C[C@H]1Oc2cc(C#Cc3cccc(F)c3)ccc2S(=O)(=O)N([C@H](C)CO)C[C@@H]1C	4
C[C@@H]1CN([C@@H](C)CO)C(=O)c2cc(NS(C)(=O)=O)ccc2O[C@@H](C)CCCCO[C@@H]1CN(C)C	1
COc1ccc(NC(=O)N(C)C[C@H]2Oc3ccc(NC(=O)CCC(F)(F)F)cc3C(=O)N([C@@H](C)CO)C[C@H]2C)cc1	6
CC(C)c1cccc(O)c(=O)c1	6
COc1ccc(-c2cnc3c(c2)C(=O)N([C@@H](C)CO)C[C@@H](C)[C@H](CN(C)Cc2ccccn2)O3)cc1	-1
C[C@H](CO)N1C[C@H](C)[C@@H](CN(C)S(=O)(=O)c2ccc(Cl)cc2)Oc2ccc(N(C)C)cc2CC1=O	0

(next part)
Structure	NSD2 block
O=C(C[C@@H]1C[C@@H]2c3cc(NC(=O)Nc4ccccc4F)ccc3O[C@@H]2[C@@H](CO)O1)NC1CCCCC1	3
C[C@H]1CCCCO[C@H](CN(C)C(=O)Nc2ccc(F)cc2)[C@@H](C)CN([C@@H](C)CO)C(=O)c2cc(NS(=O)(=O)c3ccccc3)ccc2O1	-16
C[C@@H]1CN([C@H](C)CO)C(=O)c2cc(/C=C/c3ccccc3)cnc2O[C@@H]1CN(C)C(=O)c1cnccn1	0
C[C@@H]1CN([C@@H](C)CO)C(=O)CCCn2cc(nn2)CO[C@H]1CN(C)Cc1ccccc1C(F)(F)F	-1
C[C@H](CO)N1C[C@H](C)[C@H](CN(C)C(=O)Nc2ccc(F)cc2)Oc2ccc(NS(=O)(=O)c3cccs3)cc2C1=O	-5
C[C@@H]1CN([C@@H](C)CO)S(=O)(=O)c2ccc(-c3ccc(F)cc3)cc2O[C@@H]1CN(C)C(=O)C1CCC1	0
Cc1ccc(S(=O)(=O)Nc2ccc3c(c2)C(=O)N([C@@H](C)CO)C[C@H](C)[C@@H](CN(C)C(=O)Cc2ccccc2)OCCCC[C@H](C)O3)cc1	2
O=C(Nc1ccc2c(c1)[C@@H]1C[C@H](CC(=O)N3CCOCC3)O[C@@H](CO)[C@@H]1O2)C1CCOCC1	3
Cc1noc(C)c1S(=O)(=O)Nc1ccc2c(c1)CC(=O)N([C@@H](C)CO)C[C@H](C)[C@@H](CN(C)C(=O)Nc1ccccc1)O2	-15
C[C@@H]1CN([C@H](C)CO)C(=O)c2cc(NS(=O)(=O)c3ccc(Cl)cc3)ccc2O[C@@H]1CN(C)CC1CC1	7
C[C@@H]1CN([C@@H](C)CO)C(=O)c2cc(NC(=O)CCC(F)(F)F)ccc2O[C@@H](C)CCCCO[C@@H]1CN(C)S(=O)(=O)c1cn(C)cn1	1
C[C@H](CO)N1C[C@H](C)[C@@H](CN(C)CC2CC2)Oc2c(NC(=O)Nc3ccc(F)cc3)cccc2C1=O	-1
CC(C)CC#Cc1ccc2c(c1)O[C@H](CN(C)Cc1ccccc1)[C@H](C)CN([C@@H](C)CO)S2(=O)=O	0
CC(C)C#Cc1cnc2c(c1)C(=O)N([C@@H](C)CO)C[C@H](C)[C@H](CN(C)C(=O)Nc1ccccc1)O2	-2
C[C@H]1CN([C@@H](C)CO)C(=O)c2cc(NC(=O)CCCN(C)C)ccc2O[C@H]1CN(C)C(=O)Nc1cccc2ccccc12	28

Retrieved by structure from above:
Structure	NSD2 block
CC(C)C#Cc1cnc2c(c1)C(=O)N([C@@H](C)CO)C[C@H](C)[C@H](CN(C)C(=O)Nc1ccccc1)O2	-2
C[C@@H]1CN([C@@H](C)CO)C(=O)c2cc(NC(=O)CCC(F)(F)F)ccc2O[C@@H](C)CCCCO[C@@H]1CN(C)S(=O)(=O)c1cn(C)cn1	1

Further compounds.
Structure	NSD2 block
C[C@@H]1CN([C@@H](C)CO)C(=O)c2cc(NC(=O)Nc3ccc(C(F)(F)F)cc3)ccc2O[C@@H](C)CCCCO[C@H]1CN(C)C(=O)c1ccccc1	-8
C[C@@H]1CCCCO[C@H](CN(C)C(=O)C2CCCCC2)[C@H](C)CN([C@@H](C)CO)C(=O)c2cc(NS(=O)(=O)c3cccs3)ccc2O1	-1
C[C@H](CO)N1C[C@H](C)[C@H](CN(C)S(=O)(=O)c2ccccc2)Oc2cc(Br)ccc2S1(=O)=O	0
C[C@H]1CN([C@@H](C)CO)C(=O)c2cc(NC(=O)Nc3cccc4ccccc34)ccc2O[C@@H]1CN(C)C(=O)Nc1ccc2c(c1)OCO2	-10
C[C@H](CO)N1C[C@H](C)[C@@H](CN(C)C(=O)CCC(F)(F)F)OCCCC[C@H](C)Oc2ccc(N(C)C)cc2C1=O	?
C[C@H](CO)N1C[C@H](C)[C@H](CN(C)C(=O)[C@H]2CCCN2C)OCc2ccccc2-c2ccccc2C1=O	4

Exported with the structure last: part of the list above
NSD2 block	SMILES
1	C[C@@H]1CN([C@@H](C)CO)C(=O)c2cc(NS(C)(=O)=O)ccc2O[C@@H](C)CCCCO[C@@H]1CN(C)C
6	COc1ccc(NC(=O)N(C)C[C@H]2Oc3ccc(NC(=O)CCC(F)(F)F)cc3C(=O)N([C@@H](C)CO)C[C@H]2C)cc1
6	CC(C)c1cccc(O)c(=O)c1
-1	COc1ccc(-c2cnc3c(c2)C(=O)N([C@@H](C)CO)C[C@@H](C)[C@H](CN(C)Cc2ccccn2)O3)cc1

Only part of the results is shown; count on the stated rates, not on these rows.
